PTAP TSG101 blk: blocks PTAP/TSG101 interaction to inhibit HIV-1 budding; Fluorescence polarization, FITC-PTAP peptide / Tsg101 binding; Potency, µM (highest dose often 115 µM), inactives show at the top dose activity change, negative = inhibition, usual class: inhibitors; 340,000 tested, under 10 active; AID 493005; active means well fitted inhibition curve with a large enough effect in the main read-out, with a control signal flat, not every such curve was filed as active; inconclusive means small, poorly fitted or top-dose-only effect, or effect the other way, or a change in a side signal; inactive means no such curve, though single readings can be large or run the other way; further: potency means the concentration at half of the fitted maximal effect; % of control where 0% means no effect
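Steps: Tsg101 binding domain dispensed (10 uM final), compounds pinned in DMSO, FITC-labeled PTAP-motif peptide added (50 nM final); after 20 min binding at room temperature, polarization measured.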
Chronic BCR inh: blocks chronic active B-cell receptor signaling | ABC-DLBCL IkBa-CBG/CBR reporter, luminescence ratio, 4 h | Potency, µM (highest dose often 46.1 µM), without a hit: top-dose ratio change, negative = lower green/red ratio, usual class: inhibitors | actives 0.05% (n = 340,000) | AID 493014; active means well fitted inhibition curve with a large enough effect in the signal ratio, with a control signal flat, not every such curve was filed as active; inconclusive means small, poorly fitted or top-dose-only effect, or effect the other way, or a change in a side signal; the % refers to the signal ratio;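 further: potency means the concentration at half of the fitted maximal effect; plate controls were basal doxycycline-induced cells for no effect and cells given 10 µM MG132 for full effect; MG132 reads +100%, hits lower the ratio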
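Doxycycline induced both beetle luciferases in TMD8 lymphoma cells; IKK-driven degradation limits the IkappaBalpha-fused green signal, while red luminescence normalises for cell number and nonspecific effects. Compounds tested up to 46 uM, 4 hrs.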
TSHR antag: human thyrotropin receptor antagonism | activity change, negative = inhibition, % at 11.5 µM | P16473 | actives 0.2% (n = 330,000) | TSHR-expressing cells, TSH-stimulated cAMP HTRF, 2 h; hits give low values;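 active means activity change below a set negative limit, meaning inhibition stronger than a set level, cut at about -70% in these data; inconclusive means activity change between two set negative limits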; further: on the % scale 0 is the no-effect control and ±100 the full control effect
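TSHR-expressing cells, 200/well, pre-treated with compound, then stimulated with EC80 TSH (4nM final) for 2 hours at 37 deg C. cAMP measured by competitive HTRF: anti-cAMP cryptate antibody in lysis buffer plus cAMP-d2, read after 30 minutes at room temperature.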
Tb PFK inh: inhibitors of T. brucei phosphofructokinase. O15648. T. brucei PFK, ADP-Glo luminescence. Potency, µM (series often up to 57.5 µM), for the others: at the top dose activity, negative = inhibition, most hits filed as inhibitors. actives 0.17% (n = 330,000). AID 485367;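 further: potency means the concentration at half of the fitted maximal effect; 0% = uninhibited 1x PFK enzyme wells and -100% = no-enzyme wells; nearly all actives have a fitted effect of over 60% in size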
Target sequence (O15648 whole entry, looked up): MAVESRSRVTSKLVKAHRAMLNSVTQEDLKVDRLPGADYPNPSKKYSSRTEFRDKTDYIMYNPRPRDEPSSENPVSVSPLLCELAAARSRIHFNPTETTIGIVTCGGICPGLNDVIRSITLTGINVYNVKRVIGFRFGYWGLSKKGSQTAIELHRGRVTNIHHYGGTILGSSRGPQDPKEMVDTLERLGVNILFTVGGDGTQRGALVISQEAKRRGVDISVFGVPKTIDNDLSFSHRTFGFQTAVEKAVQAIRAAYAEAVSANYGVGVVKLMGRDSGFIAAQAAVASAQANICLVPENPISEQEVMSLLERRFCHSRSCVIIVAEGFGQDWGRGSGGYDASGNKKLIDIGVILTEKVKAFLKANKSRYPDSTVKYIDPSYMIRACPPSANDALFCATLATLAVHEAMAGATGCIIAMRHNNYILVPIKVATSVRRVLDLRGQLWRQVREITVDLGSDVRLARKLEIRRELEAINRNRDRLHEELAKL
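Luminescent ADP detection (ADP-Glo, two-step: ATP depletion then ADP-to-ATP conversion for luciferase) reported PFK activity after 45 min room-temperature reaction of 1.25 nM enzyme with 0.5 mM F6P and 0.1 mM ATP at pH 8.0.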
ELG1 repair inh: inhibitors of ELG1-dependent DNA repair in HEK293T cells. HEK293T ELG1-luciferase reporter, luminescence, 16 h; DNA damage induced by 5-fluorouridine. AID 504467. actives 2.3% (n = 330,000). Potency, µM (highest dose often 46.1 µM), inactives show at the top dose activity change, negative = inhibition, most hits filed as inhibitors; further: potency means the concentration at half of the fitted maximal effect; on the % scale 0 is the no-effect control and ±100 the full control effect; nearly all actives have a fitted effect of over 55% in size
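Luminescence from the luciferase reporter, measured 30 min after ONE-Glo reagent at room temperature, was the read-out. Beforehand, 2,000 cells per well were exposed for 16 hr at 37 °C to 5-fluorouridine together with compound or vehicle.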
USP2a inh: USP2a (human) protease inhibition. USP2 core, Ub-CHOP2 coupled fluorogenic reporter, 485/531. Potency, µM (doses to about 38.3 µM), for the others: top-dose activity change, negative = inhibition, most hits filed as inhibitors. actives 0.01% (n = 330,000). AID 463254;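 further: potency means the concentration at half of the fitted maximal effect; plate controls were DMSO wells for no effect and full inhibition by NEM control for full effect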
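Deubiquitinase activity read as fluorescence (485/531 nm) after Ub-CHOP2 cleavage activates the enterokinase reporter on its substrate; USP2 core 10nM, Ub-CHOP2 and substrate 25nM each, 30min compound preincubation then 60min RT; data normalized to NEM, curves fitted.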
Mito fusion act: inhibitors of mitochondrial division or activators of mitochondrial fusion. Potency, µM (top dose mostly 46.1 µM), for inactives: at the top dose growth rescue (activation), hits mostly activators. S. cerevisiae fusion-defective mutant growth rescue, CellTiterGlo 48 h. actives 0.23% (n = 320,000);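 further: potency means the concentration at half of the fitted maximal effect; % of control where 0% means no effect; nearly all actives have a fitted effect of over 45% in size; temperature-sensitive fusion mutants such as fzo1-1 at 37 °C on non-fermentable ethanol glycerol medium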
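Compounds are tested for their ability to restore growth of mitochondrial fusion-defective yeast strains at non-permissive 37C in YPEG medium over 48 hours. Viability is quantified by luciferase luminescence.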
TCR act: T cell receptor activation | primary human leukocytes, anti-CD3, IL-2 HTRF, 48 h | Potency, µM (titrated, usually from 9.22 µM), inactives show at the top dose activation of IL-2 secretion, usual class: activators | 330,000 tested, under 10 active | AID 504894; further: % of control where 0% means no effect
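Compounds are tested in HTS on primary human leukocytes co-incubated with a-CD3 beads for 48 hr. IL-2 output is measured by time-resolved FRET.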
uPA surface inh: cell surface uPA generation inhibition | cell surface uPA generation assay, qHTS | Potency, µM (series often up to 38.3 µM), inactives show at the top dose activity change, negative = inhibition, actives largely listed as inhibitors | actives 0.31% (n = 330,000); active means well fitted inhibition curve with a large enough effect; inconclusive means small, poorly fitted or top-dose-only effect; inactive means no such curve, though single readings can be large or run the other way; tested in mouse RAW 264.7 cells; further: potency means the concentration at half of the fitted maximal effect; on the % scale 0 is the no-effect control and ±100 the full control effect; nearly all actives have a fitted effect of over 55% in size
Eya2 phos inh: blocks the phosphatase activity of human Eya2; AID 488837; recombinant Eya2, OMFP fluorescence dephosphorylation (OMFP is methylfluorescein phosphate); Potency, µM (titrated, usually from 76.9 µM), without a hit: at the top dose activity, negative = inhibition, hits mostly inhibitors; actives 0.006% (n = 330,000); further: potency means the concentration at half of the fitted maximal effect; on the % scale 0 is the no-effect control and ±100 the full control effect
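Eya2 (0.2 uM) preincubated 10 min at ambient with compound, then OMFP substrate added at 50 uM; 10 min reaction in 50 mM HEPES pH 7.5, 50 mM NaCl, 5 uM MgCl2, 0.05% BSA, 1 mM DTT. Fluorescence read at Ex 485/Em 525 nm.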
B2AR arrestin: recruits beta-arrestin to the human beta2-adrenergic receptor; beta-arrestin recruitment to beta2AR, cell-based reporter; actives 0.02% (n = 330,000); AID 492947; P07550; Potency, µM (series often up to 46.1 µM), for inactives: at the highest dose activation, hits mostly activators;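 further: potency means the concentration at half of the fitted maximal effect; 0% = DMSO controls and full agonism = EC100 isoproterenol or metaproterenol; nearly all actives have a fitted effect of over 65% in size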
Target sequence (P07550 whole entry, looked up): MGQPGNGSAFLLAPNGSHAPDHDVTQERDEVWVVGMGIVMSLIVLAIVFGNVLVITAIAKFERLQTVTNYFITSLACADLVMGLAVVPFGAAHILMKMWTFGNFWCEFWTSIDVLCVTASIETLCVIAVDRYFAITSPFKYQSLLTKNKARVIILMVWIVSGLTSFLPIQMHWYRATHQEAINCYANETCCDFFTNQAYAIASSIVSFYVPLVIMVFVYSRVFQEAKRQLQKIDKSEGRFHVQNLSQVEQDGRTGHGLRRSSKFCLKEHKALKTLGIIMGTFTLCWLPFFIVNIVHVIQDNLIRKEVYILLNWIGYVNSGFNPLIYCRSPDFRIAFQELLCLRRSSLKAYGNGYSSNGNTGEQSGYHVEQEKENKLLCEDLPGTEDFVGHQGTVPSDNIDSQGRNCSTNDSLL
Starred values were filed as active, the others as inactive; u = inconclusive; x = no result given; [ ] = remark or other dose. Unless noted, the call rests on the fitted dose curve; in most records, active means well fitted curve in the direction sought with a large enough effect; inconclusive means small, poorly fitted or top-dose-only effect, or another doubt; inactive means no such curve, though single readings can be large; an effect the other way counts as inactive or inconclusive.

SMILES	PTAP TSG101 blk	Chronic BCR inh	TSHR antag	Tb PFK inh	ELG1 repair inh	USP2a inh	Mito fusion act	TCR act	uPA surface inh	Eya2 phos inh	B2AR arrestin
O=C1CC(N2CCC(O)(c3ccc(Br)cc3)CC2)C(=O)N1c1ccc(Cl)cc1 (configuration not stated)	0%	0%	2	1%	-10%	-1%	-2%	1%[46.1 µM]	0%	1%	-1.2%
CC(=O)Nc1cc2c(cc1NC(=O)Cn1nc(-c3ccc4c(c3)OCCO4)ccc1=O)OCCO2	-2%	u	-7	1%	0%	1%	-2%	7%	-2%	4%	-0.1%
COC(=O)c1cn(Cc2ccc(C(F)(F)F)cc2)cc(F)c1=O	0%	1%	-5	-9%	-5%	0%	-2%	-4%	15%	2%	-0.6%
NC(=O)c1c(NC(=O)c2cccs2)sc2c1CCCCCC2	-2%	1%	2	-4%	u	-6%	2%	-4%	-18%	-5%	-0.2%
Cc1csc(Sc2nc3c(c(=O)[nH]c(=O)n3C)n2Cc2ccccc2Cl)n1	-4%	-3%	25	4%	8%	-1%	11%	1%	3%	15%	-0.3%
O=C(CSc1nnc(COc2ccccc2)n1Cc1ccco1)Nc1ccc2c(c1)OCCO2	-4%	u	-1	3%	0%	-1%	4%	0%	2%	1%	0.3%
Cc1ccc2nc(-c3ccccc3)c(CN3CCOCC3)n2c1	-7%	6%	4	5%	-6%	-4%	0%	6%	-18%	6%	0.2%
COC(=O)c1cccc(NC(=O)c2ccc3c(c2)C(=O)N(Cc2cccnc2)C3=O)c1C	-1%	u	-7	0%	13%	3%	-2%	2%	1%	15%	-0.1%
CCC(C)Sc1cccc(-c2nc3cc(C)ccn3c2NCc2ccccc2)c1 (configuration not stated)	-1%	u	-29	-3%	u	0%	13%	-2%	-19%	-33%	0.1%
Cc1ccc(Cn2ccsc2=NC(=O)COC(=O)c2ccc(O)cc2O)cc1	-7%	u	-1	-1%	0%	1%	1%	1%	-2%	11%	0.6%
Nc1nonc1-n1nnc(C(=O)N/N=C/c2ccco2)c1CSc1ccccc1	-3%	1%	25	2%	16%	1%	1%	1%	4%	-2%	0.3%
CCNC(=O)NC(=O)C(C)OC(=O)CCCSc1nc2ccccc2s1 (configuration not stated)	-1%	u	16	0%	-1%	3%	0%	0%[46.1 µM]	5%	4%	-1.2%
COc1ccc(/C=C/C(=O)OCC(=O)Nc2c(C)cccc2C)cc1	-1%	1%	3	7%	8%	0%	-2%	-3%	-30%	3%	-0.4%
COc1ccc(CC(=O)Nc2ccc(S(=O)(=O)N(C)C3CCN(C)CC3)cc2)cc1	0%	0%	-5	4%	-18%	2%	3%	8%	-17%	11%	0.1%
CC(C)Cn1c(N)c(C(=O)COC(=O)c2cnccn2)c(=O)n(C)c1=O	-13%	-1%	-8	-5%	-1%	1%	-3%	-1%	0%	-24%	-0.1%
O=C(O)C1Cc2ccccc2-c2ccccc2C1	0%	2%	11	6%	-5%	4%	10%	-2%	1%	-5%	0.1%
COC(=O)c1cc(Sc2c(Cl)cccc2Cl)ccn1	-2%	-6%	9	-3%	-5%	0%	2%	7%	2%	-4%	-0.1%
CCCN(CCC)S(=O)(=O)c1nc2nc(C)cc(C)n2n1	0%	1%	1	-5%	-4%	0%	1%	-5%	-1%	-3%	-0.1%
COc1ccc([N+](=O)[O-])cc1NS(=O)(=O)c1ccc(C(=O)N2CCCC2)cc1	-1%	-5%	2	-4%	-1%	2%	-11%	-2%	3%	-3%	-0.1%
COc1ccc(C(C)=O)cc1COC(=O)CCNS(=O)(=O)c1ccc(C)c(C)c1	-3%	-7%	-4	-3%	1%	-1%	-6%	8%	1%	-2%	-0.4%
CCOC(=O)c1ccccc1NC(=O)CSc1nnc(COc2ccccc2C)n1C	-3%	-1%	3	-14%	u	-1%	8%	2%	x	-19%	0.0%
Cc1cccc(C(C)C)c1NC(=O)CN1C(=O)NC(Cc2ccccc2)C1=O (configuration not stated)	-1%	-1%	-12	-1%	-27%	1%	1%	0%	4%	-5%	-0.2%
O=C(CSCc1cnn(-c2ccccc2)c1-n1cccc1)NCc1ccc2c(c1)OCO2	-4%	u	-16	3%	u	-2%	22µM*	2%	3%	-8%	-1.0%
O=C(Nc1nc(-c2cccs2)cs1)c1cccc(S(=O)(=O)N2CCCCCC2)c1	-4%	24%	-41	-1%	u	-1%	17%	-2%	0%	3%	0.1%
Cc1ccc(NC(=O)CNCCCN2CCOCC2)cc1S(=O)(=O)N1CCCCC1	-2%	3%	0	2%	7%	1%	-1%	-5%	0%	19%	-0.3%
CC(C)C(=O)Nc1ccc(C(=O)N/N=C/C2CC3C=CC2C3)cc1 (configuration not stated)	-5%	-2%	2	1%	3%	-1%	1%	3%[46.1 µM]	4%	6%	-0.3%
Cc1ccc2ccc(C(Nc3ccccn3)c3ccccc3)c(O)c2n1 (configuration not stated)	-4%	u	1	2%	-15%	-2%	1%	-6%	u	-5%	0.3%
COc1ccc(S(=O)(=O)N2CCOCC2)cc1NC(=O)c1ccc2c(c1)OCO2	-3%	-1%	10	-14%	-4%	2%	0%	3%	23%	11%	-0.4%
O=C1CN(C(=O)c2ccccc2F)c2ccccc2N1	-7%	8%	2	1%	0%	0%	-5%	-4%	14%	0%	0.0%
CC(=O)c1ccc(OCc2cc(C(=O)N3CCC[C@H]3CO)no2)cc1	1%	0%	8	1%	21%	2%	0%	5%	-9%	4%	-0.4%
CN(CC(=O)Nc1ccc(F)c(F)c1F)C(=O)/C=C/c1ccc(Cl)cc1	-1%	-9%	15	-1%	16%	2%	1%	1%[46.1 µM]	1%	-1%	-0.9%
COC(CN(C(=O)CCl)C(C(=O)NC1CCCCC1)c1ccc(Cl)cc1)OC (configuration not stated)	-6%	1%	11	0%	0%	3%	1%	-5%	-5%	0%	-0.7%
O=C1NCCN/C1=C\C(=O)c1ccc(Br)cc1	-6%	u	-7	1%	u	-4%	14%	-4%	u	-10%	0.6%
CC(C)N(C(=O)COC(=O)c1cccc(N(C)C)c1)c1ccccc1	-1%	20%	-4	0%	2%	-7%	15%	1%	1%	-5%	0.7%
CCSc1nnc2c(n1)OC=Nc1ccc(Br)cc1-2	-3%	8%	-4	-4%	-7%	6%	-3%	4%	6%	4%	-0.4%
CC(C)CC(c1nnnn1CCc1ccccc1)N1CCC(C(N)=O)CC1 (configuration not stated)	-5%	-8%	-3	0%	-1%	-1%	-4%	2%[46.1 µM]	-4%	-5%	-0.4%
COC(=O)c1cc(Cl)c(NC(=O)C(C)C)cc1OC	-8%	8%	-3	3%	2%	1%	-1%	-2%	2%	-4%	0.0%
COc1ccc(Cl)cc1NC(=O)Cn1nnc(C(=O)NCCc2ccc(OC)c(OC)c2)c1N	1%	u	-9	1%	u	4%	-1%	-3%	-2%	12%	0.3%
Cc1cc2c(SCC(=O)NC3CCCC3)ncnc2s1	-8%	-2%	-9	4%	14%	1%	2%	10%	1%	-10%	-0.2%
Cc1cccnc1NC(=O)c1ccc(NS(=O)(=O)/C=C/c2ccccc2)cc1	-3%	u	-6	-2%	-9%	0%	-2%	1%	-23%	5%	-0.3%
COC(=O)c1ccccc1NC(=O)COc1ccc(S(=O)(=O)NC(C)C)cc1	-1%	1%	-5	0%	-3%	2%	-2%	4%	-9%	-7%	-0.1%
CCCS(=O)(=O)N1CCC(C(=O)NC2CCC(C)CC2)CC1 (configuration not stated)	-3%	1%	11	3%	u	3%	3%	-16%	5%	6%	-0.8%
CCOc1ccc(/C=C2\SC(=O)N(CCNC(=O)CN3C(=O)NC4(CCCC4)C3=O)C2=O)cc1OC	0%	-11%	-5	2%	-5%	0%	1%	0%	7%	8%	-0.1%
COc1ccc(/C=C/C(=O)NNC(=O)c2cc(C)oc2C)cc1	-2%	-8%	-4	4%	-1%	2%	-7%	-1%	1%	11%	0.2%

Source: PubChem
